Bioassay records (PubChem)
EBV LMP1 NFkB: inhibitors of Epstein-Barr LMP1-induced NF-kappaB reporter | LMP1-induced NF-kappaB luciferase reporter cells, luminescence | 0.69% of 350,000 active | inhibition, % at 12.5 µM; in the data active means inhibition above about 41%;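 further: 0% = neutral control wells and 100% = reference inhibitor control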
MC4R antag cAMP: antagonists of human melanocortin 4 receptor (MC4R). P32245. MC4R-expressing cells, MTII-stimulated cAMP, LANCE TR-FRET. inhibition, % at 6.5 µM. 0.48% of 360,000 active. AID 540295;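 active means inhibition above its plate's cutoff, the mean of tested wells on that plate plus 3 SD, cut at about 29% in these data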;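 further: 0% = Melanotan II alone and 100% = Melanotan II plus saturating MCL0020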
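system = U2OS cells with stable human MC4R expression | also added = Melanotan II challenge after compound preincubation | dosing = one concentration, 6.5 µM nominal | incubation = compound 30 min, challenge 1 h, detection 1 h | measured by = TR-FRET with Eu-cAMP and labeled anti-cAMP, 671 nm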
ABHD5-PLIN5 inh: ABHD5-PLIN5 protein interaction inhibition; 0.78% of 360,000 active; AID 602281; Split G. princeps luciferase complementation, luminescence, 4 h; inhibition, % at 4 µM; Q00G26+Q8WTS1;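 active means inhibition above the mean inhibition across every tested compound plus 3 SD, cut at about 22% in these data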;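 further: 0% = DMSO only wells and the 100% control is not disclosed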
NCOA3 inh: human NCOA3 inhibition | inhibition, % at 3.6 µM | HEK293 GAL4-SRC3 luciferase reporter, luminescence | 0.17% of 360,000 active;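 active means inhibition above a per-campaign cutoff, the mean of all compounds plus 3 SD, cut at about 60% in these data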;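 further: 0% = DMSO-treated cells and 100% = gossypol-treated cells at 36 µM; higher means less SRC3-driven luciferase light from the GAL4 reporter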
Target sequence (Q9Y6Q9 whole entry, looked up, the tested form may be a part): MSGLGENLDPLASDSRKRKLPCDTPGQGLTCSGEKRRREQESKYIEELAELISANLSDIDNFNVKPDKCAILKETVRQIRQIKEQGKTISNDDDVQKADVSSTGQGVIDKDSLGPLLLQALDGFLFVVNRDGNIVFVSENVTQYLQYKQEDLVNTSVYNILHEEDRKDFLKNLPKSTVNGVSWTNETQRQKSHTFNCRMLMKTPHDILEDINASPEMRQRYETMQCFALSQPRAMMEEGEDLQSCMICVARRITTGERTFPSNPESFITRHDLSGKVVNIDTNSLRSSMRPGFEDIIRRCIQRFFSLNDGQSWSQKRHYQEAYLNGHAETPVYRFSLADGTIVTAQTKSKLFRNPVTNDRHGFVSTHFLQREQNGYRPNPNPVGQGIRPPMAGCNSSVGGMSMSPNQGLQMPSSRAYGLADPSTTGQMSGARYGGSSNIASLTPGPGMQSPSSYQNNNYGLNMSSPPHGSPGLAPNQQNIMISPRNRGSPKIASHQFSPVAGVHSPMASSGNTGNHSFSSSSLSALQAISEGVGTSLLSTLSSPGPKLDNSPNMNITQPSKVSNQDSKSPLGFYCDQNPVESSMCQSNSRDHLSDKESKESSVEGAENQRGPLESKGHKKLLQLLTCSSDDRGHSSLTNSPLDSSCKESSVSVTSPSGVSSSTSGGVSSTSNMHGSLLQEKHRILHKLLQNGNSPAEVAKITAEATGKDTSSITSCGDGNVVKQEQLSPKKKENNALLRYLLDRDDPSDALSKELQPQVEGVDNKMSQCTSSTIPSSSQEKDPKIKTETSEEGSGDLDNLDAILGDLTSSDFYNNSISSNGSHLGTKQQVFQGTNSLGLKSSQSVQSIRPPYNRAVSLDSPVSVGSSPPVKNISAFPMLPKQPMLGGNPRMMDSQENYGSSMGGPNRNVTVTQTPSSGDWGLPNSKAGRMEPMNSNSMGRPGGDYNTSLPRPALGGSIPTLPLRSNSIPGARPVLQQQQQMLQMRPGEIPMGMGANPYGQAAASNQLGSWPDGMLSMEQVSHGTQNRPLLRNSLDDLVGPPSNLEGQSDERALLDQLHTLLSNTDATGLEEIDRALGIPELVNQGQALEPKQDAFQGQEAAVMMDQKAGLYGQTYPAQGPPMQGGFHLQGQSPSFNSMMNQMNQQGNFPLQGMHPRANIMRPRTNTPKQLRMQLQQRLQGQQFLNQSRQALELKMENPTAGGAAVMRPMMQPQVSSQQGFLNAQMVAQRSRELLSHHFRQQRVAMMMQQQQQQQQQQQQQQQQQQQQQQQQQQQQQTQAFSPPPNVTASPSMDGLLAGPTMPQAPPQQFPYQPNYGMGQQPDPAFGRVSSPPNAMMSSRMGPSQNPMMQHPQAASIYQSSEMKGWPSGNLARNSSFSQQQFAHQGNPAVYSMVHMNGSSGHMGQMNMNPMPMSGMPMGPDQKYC
NR5A2 inv ag: suppresses constitutive activity of human LRH-1; 0.13% of 360,000 active; HEK293T StAR-luciferase reporter, LRH-1 transfected, 24 h; inhibition, % at 3.6 µM; AID 602396; O00482;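 active means inhibition above the mean inhibition of all tested compounds plus 3 SD, cut at about 73% in these data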;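 further: 0% = DMSO wells and 100% = reporter-only cells lacking LRH-1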
TLR9-MyD88 inh: TLR9-MyD88 interaction inhibition; inhibition, % at 4.98 µM; 0.21% of 340,000 active; CHO BLA complementation TLR9-MyD88, CCF4 FRET ratio;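 active means inhibition above the mean over all tested compounds plus 3 SD, cut at about 21% in these data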;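 further: 0% = DMSO only wells and 100% = clavulanate BLA inhibitor control wells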
NOD2-RIPK2 inh: inhibitors of human NOD2-RIPK2 interaction. O43353. CHO BLA complementation NOD2-RIPK2, CCF4 ratio. inhibition, % at 4.98 µM. 0.38% of 360,000 active; in the data active means inhibition above about 21%;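 further: 0% = vehicle only and 100% = reference blocker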
SRC1 inh: inhibitors of human steroid receptor coactivator 1 (SRC1) | inhibition, % at 3.6 µM | 0.12% of 360,000 active | HEK293 GAL4-SRC1 luciferase reporter, luminescence | Q15788;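 active means inhibition above the campaign mean plus 3 SD, with each screening campaign given its own cutoff, cut at about 60% in these data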;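 further: 0% = DMSO treated cells and 100% = gossypol at 36 µM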
COUP-TFII inh: NR2F2 (human) inhibition, primary screen | HEK293T NGFI-A luciferase reporter, luminescence | inhibition, % at 8.6 µM | 0.7% of 370,000 active;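 active means inhibition above a per-plate cutoff, mean inhibition of test wells between control levels plus 3 SD, cut at about 38% in these data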;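 further: cells cotransfected with COUP-TFII expression vector driving the NGFI-A reporter; 0% = median of COUP-TF2 test wells and 100% = reporter-only cells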
SRC2 inh: human SRC2 (NCOA2) inhibition; Q15596; HEK293 GAL4-SRC2 luciferase reporter, luminescence; inhibition, % at 9 µM; 0.17% of 370,000 active; AID 651957;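 active means inhibition above the mean inhibition of all tested compounds plus 3 SD, set per campaign, cut at about 52% in these data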;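 further: 0% = DMSO treated cells and 100% = cells given Gossypol at 36 µM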
MC4R barr agon: activates human MC4R beta-arrestin recruitment; activation, % at 8.9 µM; U2OS MC4R beta-arrestin complementation, luminescence; percent of melanotan II response, DMSO zero; 0.98% of 360,000 active; AID 540308; P32245;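 active means activation above a per-plate cutoff, the mean activation of sample wells on that plate plus 3 SD, cut at about 8% in these data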
* marks the source's active call; other numbers are inactive results; . = not tested or not shown; & = joins results of further samples; ! = not confirmed by another sample. A portion of the library. The share of hits here may be higher or lower than overall.

SMILES	EBV LMP1 NFkB	MC4R antag cAMP	ABHD5-PLIN5 inh	NCOA3 inh	NR5A2 inv ag	TLR9-MyD88 inh	NOD2-RIPK2 inh	SRC1 inh	COUP-TFII inh	SRC2 inh	MC4R barr agon
Cc1ccc(CNc2nc(NC(C)C)nc3ccsc23)c(C)c1	.	5	5	-16	-6	.	-7	-11	22	2	1.0
CC(=O)c1ccc2c(c1)N(CCCN1CCC(CCO)CC1)c1ccccc1S2	-1	0	6	1	-7	7	-1	2	11	5	0.8
COCCCNC(=O)/C=C/c1cccc(Cl)c1	-2	12	9	4	-6	-5	6	-6	-16	0	-1.7
CCCCN(CC)C(=O)Cn1ncc2c1-c1cc(C)ccc1OC2	3	2	-3	-11	-4	-2	-37	2	-23	-11	-0.1
Cc1cccc(C(=O)N2CCNC(=O)C2CC(=O)Nc2cccc(Cl)c2)c1 (stereo unspecified)	-4	4	3	-1	14	-8	0	1	-15	13	-2.1
Cc1c(N2C(=O)CSC2c2ccc([N+](=O)[O-])cc2)c(=O)n(-c2ccccc2)n1C (stereo unspecified)	9	2	-1	19	8	5	5	3	2	6	-1.1
CN1CCc2c(OCC(=O)N3CCCc4ccccc43)cccc2C1=O	1	5	-4	-2	4	7	-7	12	-19	4	0.3
CNc1cncc(-c2ccc(F)cc2F)n1	.	13	-3	2	-16	.	10	-15	-18	6	2.1
CCCNC(=O)C[C@@H]1C[C@@H]2c3cc(NS(=O)(=O)c4ccc(OC)cc4)ccc3O[C@@H]2[C@@H](CO)O1	-1	-3	1	-3	6	2	-2	-2	-8	19	1.3
COc1ccc(N=Cc2c(C)[nH][nH]c2=O)cc1	-6	-2	-1	4	2	-1	3	-26	-7	-18	-0.2
C/C(=N/NS(=O)(=O)c1ccc(C)cc1C)c1ccc2c(c1)OCO2	-9	-1	-3	2	-22	-13	-5	-58	5	-17	-0.9
Cc1[nH]nc2c1C(c1ccc(F)cc1)C1=C(CC(C)(C)CC1=O)N2 (stereo unspecified)	-33	6	4	4	-2	-9	1	2	9	11	-0.1
C[C@@H]1COC(=O)[C@H](Cc2ccc(F)cc2)C/C=C\C[C@@H](CC(=O)N[C@H](CO)Cc2ccccc2)C(=O)N1	-3	4	-3	-10	-20	3	3	8	7	5	-1.5
CN(Cc1cn(C)nc1-c1ccccc1F)CC1CCCCO1 (stereo unspecified)	-1	20	3	16	11	-1	-15	-5	-15	-13	1.1
COc1ccc(CN2CCC[C@]3(N[C@H](c4ccc(C)cc4)[C@@H]4C(=O)N(C)C(=O)[C@@H]43)C2=O)cc1	-1	0	-2	-18	-4	-14	-13	-17	17	-25	-0.8
Cc1onc(-c2c(Cl)cccc2Cl)c1NC(=O)N(C)N	-6	-1	-4	27	-20	7	-4	-15	-5	-7	0.1
CC1CCCCC1NC(=O)COC(=O)Cc1ccc(Br)cc1 (stereo unspecified)	-2	8	5	9	-3	9	-5	0	-9	-4	-3.0
C/C(=N\Nc1cccc(C(=O)O)c1)c1ccc2c(c1)Nc1ccccc1S2	-2	-9	-3	-21	-17	2	-2	-24	.	.	-0.3
COc1ccc(/C=N/NC(=O)Cn2cc(C(F)(F)F)ccc2=O)cc1	5	12	-2	6	0	1	-4	-11	6	3	-0.9
CCOC(=O)C1(C)CCN1C(=O)c1cccs1 (stereo unspecified)	.	0	7	2	2	.	1	-2	-20	-13	-0.8

Ordered by molar mass (descending): some entries from above
SMILES	EBV LMP1 NFkB	MC4R antag cAMP	ABHD5-PLIN5 inh	NCOA3 inh	NR5A2 inv ag	TLR9-MyD88 inh	NOD2-RIPK2 inh	SRC1 inh	COUP-TFII inh	SRC2 inh	MC4R barr agon
CCCNC(=O)C[C@@H]1C[C@@H]2c3cc(NS(=O)(=O)c4ccc(OC)cc4)ccc3O[C@@H]2[C@@H](CO)O1	-1	-3	1	-3	6	2	-2	-2	-8	19	1.3
COc1ccc(CN2CCC[C@]3(N[C@H](c4ccc(C)cc4)[C@@H]4C(=O)N(C)C(=O)[C@@H]43)C2=O)cc1	-1	0	-2	-18	-4	-14	-13	-17	17	-25	-0.8
Cc1c(N2C(=O)CSC2c2ccc([N+](=O)[O-])cc2)c(=O)n(-c2ccccc2)n1C (stereo unspecified)	9	2	-1	19	8	5	5	3	2	6	-1.1
C/C(=N\Nc1cccc(C(=O)O)c1)c1ccc2c(c1)Nc1ccccc1S2	-2	-9	-3	-21	-17	2	-2	-24	.	.	-0.3
C/C(=N/NS(=O)(=O)c1ccc(C)cc1C)c1ccc2c(c1)OCO2	-9	-1	-3	2	-22	-13	-5	-58	5	-17	-0.9
Cc1[nH]nc2c1C(c1ccc(F)cc1)C1=C(CC(C)(C)CC1=O)N2 (stereo unspecified)	-33	6	4	4	-2	-9	1	2	9	11	-0.1
CN(Cc1cn(C)nc1-c1ccccc1F)CC1CCCCO1 (stereo unspecified)	-1	20	3	16	11	-1	-15	-5	-15	-13	1.1
COCCCNC(=O)/C=C/c1cccc(Cl)c1	-2	12	9	4	-6	-5	6	-6	-16	0	-1.7
CCOC(=O)C1(C)CCN1C(=O)c1cccs1 (stereo unspecified)	.	0	7	2	2	.	1	-2	-20	-13	-0.8

The list goes on.
SMILES	EBV LMP1 NFkB	MC4R antag cAMP	ABHD5-PLIN5 inh	NCOA3 inh	NR5A2 inv ag	TLR9-MyD88 inh	NOD2-RIPK2 inh	SRC1 inh	COUP-TFII inh	SRC2 inh	MC4R barr agon
CC(=O)Nc1ccc(S(=O)(=O)Nc2ccc(=O)n(Cc3ccc(Cl)c(Cl)c3)c2)cc1	-3	20	2	-7	-31	-9	-2	-17	5	0	-0.3
O=[N+]([O-])c1cccc(-c2nc(-c3ccccc3)c(-c3cccs3)[nH]2)c1	-2	7	1	-4	31	14	6	0	7	-8	-0.4
C=CCSc1nc2ccccc2c(=O)[nH]1	5	2	3	-2	-17	6	-10	6	-11	-7	-1.5
Cc1c(C(=O)Nc2ccc(F)cc2)sc2ncn(CC(=O)N3CCCCC3)c(=O)c12	-7	-1	0	3	8	5	1	0	13	-1	-2.2
COc1cc(OC)cc(C(=O)Nc2ccc(CN3CCCCC3)cc2)c1	-3	2	-4	17	-8	1	-6	-2	-18	-16	-0.2
CC(=O)C(Cc1ccccc1)NC(=O)COc1ccc2c(c1)OCO2 (stereo unspecified)	-21	4	1	-9	-1	-8	-4	-1	-6	8	-0.4
Cc1cccc(OCC(=O)NCc2nc(-c3ccccc3)no2)c1	-10	9	2	-43	5	-2	0	-22	3	4	-2.6
Cc1ccc(NC(=O)CC[C@H]2O[C@@H](n3cnc4c(NC(=O)c5ccccc5)ncnc43)[C@H](O)[C@@H]2O)cc1C	.	.	7	14	-1	.	-12	11	0	13	.
Cc1cc(/C(N)=N/OC(=O)c2ccc(Cl)cc2)no1	-38	-3	2	-100	-171	.	-4	-67	-14	-56	-1.8
O=C(c1ccccc1-n1cccc1)N1N=C(C(F)F)CC1(O)C(F)F (stereo unspecified)	9	7	-3	-4	-20	1	2	-19	8	16	-2.2
O=[N+]([O-])c1ccc(CS(=O)Cc2ccccc2)cc1 (stereo unspecified)	2	1	7	-10	-31	-13	1	-1	0	-5	-2.6
CCOc1cccc(C2C(C(=O)c3ccco3)=C(O)C(=O)N2Cc2ccncc2)c1 (stereo unspecified)	-4	12	0	2	-9	4	-2	4	2	-17	-2.5
Cc1cccc(NC(=O)CSc2nnc(CNC(=O)c3ccc(S(=O)(=O)N(C)C)cc3)n2-c2ccccc2)c1	-8	-5	-1	-14	6	7	6	0	19	-18	-1.8
O=C(Nn1cnc2ccccc2c1=O)c1ccc(Br)cc1	-12	2	3	-13	-9	-3	-6	-19	-13	-95	0.2
Cc1cc(C)c(C)c(S(=O)(=O)N2CCC(C(=O)NNC(=O)c3ccccc3O)CC2)c1C	3	7	-6	-16	9	-7	-3	22	-7	-12	-1.4
COc1ccc(F)cc1-c1cc(NC(C)=O)c2ncc(-c3cccc(C(F)(F)F)c3)n2c1	.	9	0	-5	-14	.	-13	5	-4	-26	19*
C/C(N)=C(/C#N)C(=O)COC(=O)c1cc(-c2ccc(Br)cc2)nc2ccccc12	-1&-8	24&19	1&-1	-9&6	-19&-2	9&3	-9&-5	4&-6	13&-1	8&-3	8.4*!
COc1ccccc1-n1cnc2cc(C(=O)NCc3ccco3)ccc21	8	3	10	4	15	-14	9	-15	6	-3	-0.8
COc1ccccc1NC(=O)/C(=C\c1cccs1)NC(=O)c1ccco1	-1	5	2	8	-20	6	-3	-8	0	3	-1.2
COc1ccccc1CCC(=O)OCC(=O)c1c(N)n(CC(C)C)c(=O)n(C)c1=O	17	2	1	-29	-17	-4	5	-7	26	31	2.7
CCN1C(=NCCN2CCOCC2)N[C@@H](c2ccccc2)C(C(=O)OC)=C1C	9	2	-8	3	2	-7	-12	-6	-4	-3	1.8
O=C(Nc1ccc(Br)c(Cl)c1)C1CC1	4	-6	-8	12	-9	-2	2	-8	-4	1	-1.3
CCOc1cc(N2CCOCC2)c(OCC)cc1NS(=O)(=O)c1cc(NC(C)=O)ccc1OC	-4	-4	-2	-4	12	-9	-6	-13	-7	6	0.3
O=C(Nc1cc(Cl)ccc1Oc1ccccc1)c1ccc(F)cc1	-13	11	-10	6	0	-7	-11	0	9	-4	5.0
Cc1ccccc1NC(=S)NC1CCN(Cc2ccccc2)CC1	4	3	-10	22	-9	-3	-5	-1	-10	-22	0.3
CCOC(=O)CSc1nc(C)c(Oc2ccc(Cl)cc2Cl)c(=O)[nH]1	1	6	-2	9	1	8	5	-4	-21	-34	-1.1
CCc1c(C)sc(NC(=O)OC)c1C(=O)N1CCOCC1	-3	1	-1	21	11	4	-5	-3	13	-17	-0.9
Cc1c(NC(=O)COC(=O)c2ccc(O)cc2)c(=O)n(-c2ccccc2)n1C	27	2	-9	-7	18	-3	8	-17	3	-61	-1.6
Cc1cc2cccc(C)c2nc1SCC(=O)NCC1CCCO1 (stereo unspecified)	1	11	-4	10	-4	7	-6	-2	6	-14	-1.5
CCCCc1ccc(S(=O)(=O)Nc2nnc(C)s2)cc1	2	13	-6	-2	-8	-2	-3	-9	-15	-28	-1.4
CCCCN1C(=O)C(CC(=O)NC2CCCCC2)CC(C(=O)N2CCOCC2)=C1C (stereo unspecified)	.	.	1	2	2	.	8	-5	11	-14	.
O=[N+]([O-])c1ccc(O)c(/C=N/NC2=NS(=O)(=O)c3ccccc32)c1	-2	1	-2	-7	9	-2	-7	9	6	20	-0.6
